From PubChem BioAssay
TNAP act hi DEA – activators of human TNAP at high phosphate acceptor concentration | 200,000 tested, under 10 active | activation factor at 20 µM | purified TNAP, CDP-star luminescence, 1 M DEA, 30 min; active compounds read high; 0 = EDTA background, 1 = DMSO-only activity;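 active means activation factor at least 2 at 20 µM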
Target sequence (P05186 whole entry, looked up): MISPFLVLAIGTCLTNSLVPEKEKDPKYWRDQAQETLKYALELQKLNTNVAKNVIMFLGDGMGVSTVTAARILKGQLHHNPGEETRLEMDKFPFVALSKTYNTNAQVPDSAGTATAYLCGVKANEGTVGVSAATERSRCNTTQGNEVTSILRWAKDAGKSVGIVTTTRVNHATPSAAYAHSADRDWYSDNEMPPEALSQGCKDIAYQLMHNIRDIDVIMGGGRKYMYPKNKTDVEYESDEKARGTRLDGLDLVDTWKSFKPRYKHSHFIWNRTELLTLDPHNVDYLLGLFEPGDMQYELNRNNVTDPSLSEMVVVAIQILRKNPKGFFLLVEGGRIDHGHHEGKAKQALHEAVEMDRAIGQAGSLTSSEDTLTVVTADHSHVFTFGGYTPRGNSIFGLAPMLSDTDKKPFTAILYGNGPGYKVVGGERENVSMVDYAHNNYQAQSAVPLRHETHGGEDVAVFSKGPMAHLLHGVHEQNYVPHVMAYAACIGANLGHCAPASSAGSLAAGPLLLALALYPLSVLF
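system = human TNAP | amount = enzyme diluted 1/800 final | reagent = 100 µM CDP-star substrate | signal = luminescent substrate turnover signal | dosing = one dose, 20 µM | benchmarks = EDTA negative control, DMSO positive control | measure = activation factor | timing = 30 min reaction, room temperature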
APP 5'UTR act – APP 5'UTR luciferase reporter activation. activation, % at 2 µM. actives 1% (n = 190,000). AID 1276. SH-SY5Y APP 5'UTR luciferase reporter, luminescence; zero percent = DMSO vehicle wells;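 active means activation above a set limit, based on mean plus 3 SD of controls, cut at about 140% in these data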; further: values of inactives mirror those of a sister screen read the other way
bIAP act – intestinal alkaline phosphatase (bovine) activation | purified bovine IAP, CDP-star luminescence, 30 min; active compounds read high; fold of DMSO-control signal, blank-subtracted | activation factor at 20 µM | actives 0.17% (n = 200,000) | AID 1016;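 active means activation factor of 2 or more at 20 µM, a signal rise over negative controls twice the positive control's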
PMI act satM6P – PMI (human) activation, high substrate. coupled PMI enzyme assay, resazurin fluorescence, 20 min; active compounds read high; 1 = untreated enzyme, 0 = substrate-free blank. activation factor at 20 µM. actives 0.34% (n = 190,000);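 active means activation factor of 2 or more at 20 µM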
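Material: human phosphomannose isomerase with PGI, G6PDH, diaphorase coupling enzymes; amount: PMI at 15 ng/mL final; also added: Mannose-6-phosphate 1.0 mM (near-saturating) plus 0.22 mM NADP+; incubation: enzyme reaction with compound 20 min at room temperature; signal: resorufin fluorescence (Ex 544/Em 590 nm) from resazurin via diaphorase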
TNAP inh no acc – TNAP (human) inhibition, acceptor-free conditions | actives 0.26% (n = 200,000) | P05186 | purified TNAP, CDP-star luminescence, 30 min | inhibition, % at 20 µM;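 active means tissue-nonspecific alkaline phosphatase inhibition above about 50% at 20 µM in the single-dose screen, limit read from the data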;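 further: 0% = DMSO negative control and 100% = EDTA positive control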
PMI act – increases human mannose-6-phosphate isomerase activity; P34949; purified human PMI, coupled resazurin fluorescence, 20 min; active compounds read high; 1 = vehicle control, 0 substrate-free wells; activation factor at 20 µM; actives 0.005% (n = 190,000); AID 1214;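 active means activation factor of 2 or more at 20 µM, relative to plate controls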
TNAP inh hi DEA – blocks human TNAP under high phosphate acceptor concentration | P05186 | purified TNAP, CDP-star luminescence, 1 M DEA | inhibition, % at 20 µM | actives 0.03% (n = 200,000);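 active means over 50% inhibition of tissue-nonspecific alkaline phosphatase at 20 µM in the single-dose screen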;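 further: plate controls were DMSO wells for no effect and EDTA-quenched wells as full inhibition for full effect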
NF-kB neuron act – compounds increasing NF-kB expression in human neuronal cells; NF-kB reporter expression; active compounds read high; fold change at 12.5 µM; actives 1.6% (n = 190,000); in the data active means fold change above about 3.3
FLuc act counter – firefly luciferase counter-screen for stimulation assays; P08659; ATPlite luciferase biochemical, luminescence, 10 min; 0 = ATP-free wells, 1 = DMSO control; activation factor at 10 µM; 200,000 tested, under 10 active;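 active means luciferase activation factor, scaled between plate controls, of at least 2 with compound at 10 µM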
Target sequence (P08659 whole entry, looked up): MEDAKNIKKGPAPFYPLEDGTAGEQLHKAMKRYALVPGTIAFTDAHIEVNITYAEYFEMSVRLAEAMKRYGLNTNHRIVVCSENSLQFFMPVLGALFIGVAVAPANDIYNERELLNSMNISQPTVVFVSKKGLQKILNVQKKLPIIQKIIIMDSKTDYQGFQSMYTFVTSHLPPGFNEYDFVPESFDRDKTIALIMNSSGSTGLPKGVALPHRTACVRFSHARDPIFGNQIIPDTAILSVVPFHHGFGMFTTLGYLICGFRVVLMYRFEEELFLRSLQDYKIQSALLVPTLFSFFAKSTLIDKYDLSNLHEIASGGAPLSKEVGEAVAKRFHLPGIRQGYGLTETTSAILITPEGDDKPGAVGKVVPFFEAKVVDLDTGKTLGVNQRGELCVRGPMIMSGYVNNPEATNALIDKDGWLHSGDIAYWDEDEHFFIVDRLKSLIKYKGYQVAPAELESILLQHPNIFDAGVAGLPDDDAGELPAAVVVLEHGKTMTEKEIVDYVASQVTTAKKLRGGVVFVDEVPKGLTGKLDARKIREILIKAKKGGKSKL
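System: cell-free luciferase reagent; medium: PBS as buffer for the ATP substrate; doses: test compounds dosed from 2 mM stocks in 100% DMSO; incubation: 10 min, room temperature; measured by: luminescence from luciferase reaction; read-out: luciferase activation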
FLuc inh counter – inhibits firefly luciferase, flagging false hits in luciferase inhibition screens; P08659; ATPLite firefly luciferase biochemical luminescence, 10 min; inhibition, % at 10 µM; actives 1.5% (n = 200,000);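 active means inhibition above about 50% when tested at 10 µM, limit read from the data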
Starred values were filed as active, the others as inactive. No enrichment for hits; any-hit rate near 3.6%.

SMILES	TNAP act hi DEA	APP 5'UTR act	bIAP act	PMI act satM6P	TNAP inh no acc	PMI act	TNAP inh hi DEA	NF-kB neuron act	FLuc act counter	FLuc inh counter
Cc1cc(C(=O)N/N=C/c2cc([N+](=O)[O-])ccc2O)c2ccccc2n1	1	-21	0.8	1.2	7	0.9	2	1.7	1.1	-6
COc1ccc([N+](=O)[O-])cc1NC(=O)Cc1c(Cl)cccc1Cl	1.1	-1	0.9	1.1	-42	1.1	-7	1.1	1.1	-11
CCN(CC(=O)NC(C)C)C(=O)[C@@H](NC(=O)c1ccco1)C(C)C	1.1	4	1.1	1.1	6	1.1	-5	1.2	1.1	-8
N#CC1=C2N=C(N)c3ccccc3N2C2=C(C(=O)CCC2)C1c1cccc(Cl)c1 (configuration not stated)	1	3	0.8	0.9	-3	0.9	1	0.5	1.1	-5
CCOC(=O)CCCSc1nc(-c2ccc3c(c2)OCO3)cc(C(F)(F)F)c1C#N	1	19	0.6	1	-17	0.9	0	1.2	1.1	-6
COc1ccc(OC)c(-c2cc(C(=O)NCc3cccs3)no2)c1	0.9	13	1.2	0.9	2	0.9	5	1.1	1	-2
CNC(=S)NNc1nc(N2CCOCC2)nc(N2CCOCC2)n1	1	15	1.1	1.1	-15	1	-2	1	1	2
Cc1cc(C(=O)NCc2ccc(S(N)(=O)=O)cc2)ccc1[N+](=O)[O-]	1	6	1	1.1	-2	1	-2	1.2	1.1	-8
Cc1ccc(NC(=O)COC(=O)CCOc2ccccc2C)cc1	1	20	1	1	-10	0.9	-2	1.1	1	-3
Cc1ccc(C(=O)N2CC(=O)Nc3ccc(F)cc3C2c2ccc(F)cc2)cc1[N+](=O)[O-] (configuration not stated)	1	-5	0.8	0.9	-17	0.8	-1	0.59	1	0
COC(=O)c1nn(-c2cccc(Cl)c2)ccc1=O	1.1	2	0.9	1	-13	1.1	-9	1.6	1.1	-12
Brc1ccc(CN2CCSCC2)cc1	1	-11	1	1.1	-19	1	-2	1.1	1	-5
CN(C)CCCNC(=S)Nc1ccc(Oc2ccccc2)cc1	1	-9	0.8	0.9	1	0.9	4	0.82	1	-1
Cn1cnnc1-c1cccc(NS(=O)(=O)c2ccc(N3CCCC3=O)cc2)c1	1.1	-2	0.7	1.1	-14	1	-6	0.98	1.1	-6
Cc1noc(C)c1S(=O)(=O)N1CCC(C(=O)N(C)Cc2ccccc2)CC1	1	8	1	1.1	-5	1	-2	0.97	1	-3
O=C(CSc1nc2[nH]ncc2c(=O)[nH]1)NCc1ccccc1Cl	1	17	0.8	1	-12	0.8	1	1.1	1	-4
C=C(C)CNC(=S)NNC(=O)c1ccncc1	1	7	1.3	1.1	-82	1.1	-3	1	1.1	-8
Cc1ccc(N=Nc2c(N)nn3c(N)c(C#N)c(C)nc23)cc1	0.9	-7	1	1	-1	0.9	11	0.94	1	-4
CC(=O)NS(=O)(=O)c1ccc(NC(=S)NC(=O)CC(C)C)cc1	1.1	-6	0.9	1	-13	1	-6	1	1	0
CC(C)(CO)NCc1ccc(Br)cc1	0.9	-9	1	1.1	-1	1.1	8	1.3	1	4
O=C1/C(=C/c2cccs2)NC(=S)N1C1CC1	0.9	8	1.1	1.1	-410	1.1	8	1.2	1	2
COc1ccccc1-c1cc(C(F)(F)F)nc(S(=O)(=O)CCCC(=O)NCc2ccc(F)cc2)n1	1.1	-24	1	0.9	-8	1.1	-7	1	1	-3
Cc1ccc(SCC(=O)NC(=O)NCc2ccco2)c(C)c1	1	1	0.8	1	-9	0.9	-1	0.94	1	-4
Brc1c(OCCOCCn2cncn2)ccc2ccccc12	1	22	1.1	0.8	-10	0.9	-5	1.3	1	2
O=C(N/N=C/c1cccs1)c1c[nH]c2ccccc12	1	44	1.1	0.9	13	1	1	2.3	0.6	37
CCCC(C(=O)NC(C)(C)C)N(C(=O)c1snc(C(N)=O)c1N)c1ccc2c(c1)OCCO2 (configuration not stated)	1	17	1	1.1	-11	1.1	-1	0.62	1	-2
N#CC1=C(N)Oc2n[nH]c(-c3cccs3)c2C1c1ccsc1 (configuration not stated)	1	3	0.9	0.6	-2	0.5	2	0.76	1.1	-6
O=C(Nc1ccccc1Cl)NC1(C(=O)N2CCCC2)CCCCC1	1	27	0.9	1	-13	1	-1	1	1	1
CCOC(=O)CNC(=O)N1CCCC(CNS(=O)(=O)c2cccs2)C1 (configuration not stated)	1	-3	1	1	-7	0.9	-1	1.1	1	-4
O=c1c2[nH]c3ccccc3c2ncn1CCC1=CCCCC1	1.1	35	0.7	1	-7	0.9	-7	1.3	1.1	-6
O=c1[nH]c(CSc2nnnn2-c2ccc(Cl)cc2)nc2ccccc12	1	-7	1	1	-8	1	-4	1.2	1	-4
CC(=O)Cc1nsc(NC(=O)c2ccc(-c3cccc(Cl)c3)o2)n1	1	1	1	1	-9	1	0	1.1	0.8	21
COC(=O)c1ccccc1NC(=O)CN(Cc1ccc(Cl)cc1)S(C)(=O)=O	1.1	-1	1.1	1	-12	1	-7	0.86	1.1	-6
CCOC(=O)C1(Cc2cccc(OC)c2)CCCN(Cc2ccc(NC(C)=O)cc2)C1 (configuration not stated)	1.1	0	1.2	0.9	-6	0.9	-5	0.91	1	-4
COc1ccccc1N1CCN(S(=O)(=O)c2ccc(F)cc2)CC1	1	0	1	1	-10	0.9	-2	1	1	0
O=C(N/N=C/c1ccccc1)c1sccc1OCc1ccc(F)cc1	1	-2	0.8	1.1	-7	1.1	-2	1.2	0.9	10
Cn1c(-c2cccc([N+](=O)[O-])c2)cnc1NCc1ccc(C#N)cc1	1	9	0.9	1	-6	1	-4	0.47	1.1	-6
COc1ccc(N2CCN(Cc3cc(=O)oc4cc(C)c(Cl)cc34)CC2)cc1	1	-35	0.9	0.9	-11	0.9	-4	0.86	1.1	-6
Cc1ccc(SCc2[nH]nc3c2C2(C(=O)N(C)c4ccccc42)C(C#N)=C(N)O3)cc1 (configuration not stated)	1	8	1.3	1	-1	0.9	5	0.9	1	-3
Cn1c(C2CC(=O)N(Cc3ccccc3)C2)nc2ccccc21 (configuration not stated)	1	4	0.9	0.9	-7	0.9	-3	0.92	1.1	-10

Pulled one by one from above (5):
SMILES	TNAP act hi DEA	APP 5'UTR act	bIAP act	PMI act satM6P	TNAP inh no acc	PMI act	TNAP inh hi DEA	NF-kB neuron act	FLuc act counter	FLuc inh counter
Cn1c(-c2cccc([N+](=O)[O-])c2)cnc1NCc1ccc(C#N)cc1	1	9	0.9	1	-6	1	-4	0.47	1.1	-6
Cc1ccc(SCc2[nH]nc3c2C2(C(=O)N(C)c4ccccc42)C(C#N)=C(N)O3)cc1 (configuration not stated)	1	8	1.3	1	-1	0.9	5	0.9	1	-3
COc1ccccc1N1CCN(S(=O)(=O)c2ccc(F)cc2)CC1	1	0	1	1	-10	0.9	-2	1	1	0
CC(=O)Cc1nsc(NC(=O)c2ccc(-c3cccc(Cl)c3)o2)n1	1	1	1	1	-9	1	0	1.1	0.8	21
COC(=O)c1ccccc1NC(=O)CN(Cc1ccc(Cl)cc1)S(C)(=O)=O	1.1	-1	1.1	1	-12	1	-7	0.86	1.1	-6

Remaining list, next part
SMILES	TNAP act hi DEA	APP 5'UTR act	bIAP act	PMI act satM6P	TNAP inh no acc	PMI act	TNAP inh hi DEA	NF-kB neuron act	FLuc act counter	FLuc inh counter
Cc1cccc(NC(=O)c2cccc(C(F)(F)F)c2)c1	1.1	29	1	0.9	-6	1	-6	1.1	1	-4
Clc1cc2c(cc1/C=N/Nc1nc(N3CCOCC3)nc(N3CCOCC3)n1)OCO2	1	-16	1	1	-8	0.9	-1	1.2	1.1	-6
COCc1cc(=O)[nH]c(Nc2nc(C)c3cc(OC)ccc3n2)n1	1	-10	1.1	1	-17	1	-2	0.48	1.1	-8
CCOC(=O)c1oc2nc(C(C)C)c3c(c2c1N)CC(C)(C)OC3	1.1	-7	1	0.9	-15	1	-7	1.1	1.1	-9
CC(=O)Nc1ccc(S(=O)(=O)Nc2cccc(-c3cn4cccnc4n3)c2)cc1	1	24	1.4	1.1	-6	1.3	-1	1.1	1	0
Cn1cc(Br)c(C(=O)NNC(=O)Nc2ccccc2C(F)(F)F)n1	1	-3	1.5	0.9	-16	0.9	-1	1.2	1	0
CCOC(=O)C(CC)n1cnc2sc3c(c2c1=O)CCC3 (configuration not stated)	1	3	1	1	-11	1	0	1.2	1.1	-6
CCOC(=O)Cc1[nH]nc2c1C(c1cccc(OC)c1OC)C(C#N)=C(N)O2 (configuration not stated)	1.1	1	1.2	0.9	5	1	-9	0.94	1	-5
CC(C)(C)C1=C(C#N)C(c2ccc3c(c2)OCO3)C(C#N)=C(N)O1 (configuration not stated)	1.1	-15	0.8	0.8	-12	0.9	-6	0.99	1	0
Cc1ccc(NC(=O)c2cc3c(s2)CCC3)cc1S(=O)(=O)N1CCOCC1	1	11	1	0.9	-9	0.8	-5	0.57	1	-3
COc1ccc(OC)c(NC(=O)CSc2nnc(Cn3c(=O)sc4ccccc43)n2C)c1	1	-5	0.9	1	-15	1	-5	0.93	1	-1
O=C(c1cccs1)N1CCN(c2ccc(F)cc2)CC1	1	-7	0.8	1	-7	1	0	1.3	1	-3
CC1Cc2ccccc2N1C(=O)Cn1cc([N+](=O)[O-])cn1 (configuration not stated)	1.1	-6	0.9	1	-15	1	-8	0.99	1.1	-9
CCOC(=O)C1CCCN(Cc2nc(N)nc(Nc3ccc(Cl)cc3)n2)C1 (configuration not stated)	1.1	1	1.1	1.1	-5	0.9	-9	0.54	1.1	-10
Cc1ccc(NC(=O)C2C3/C=C\CCCCC32)cc1 (configuration not stated)	1	44	0.9	1.1	-14	1	-2	1.6	0.9	6
Cc1cccc(-n2nnnc2SCc2csc(-c3ccccc3)n2)c1	1	14	1	1	-5	1.1	-4	1.4	1	0
O=S(=O)(c1ccccc1)N1CCN(C2CCN(Cc3ccccc3)CC2)CC1	1	16	1.1	0.9	-6	1	-3	1.1	1	-4
CS(=O)(=O)N(Cc1ccc(Cl)cc1)c1ccc(C(=O)NCCSc2ccccn2)cc1	1	4	0.9	0.9	-10	0.8	1	0.92	1	-3
Cc1cc(C)cc(NCc2cc3c(cc2[N+](=O)[O-])OCO3)c1	1	0	0.8	0.6	14	0.9	-5	1.4	1.1	-9
Cc1cccc(-n2c(=O)[nH]c3c(C(N)=O)nc(C(C)C)nc32)c1	1	2	0.9	0.9	-15	0.9	-3	0.78	1.1	-7
CCN(CC)c1ccc(C2CC(=O)Nc3cc(OC)c(OC)cc32)cc1 (configuration not stated)	1	1	1.1	0.9	-8	0.9	-2	0.82	1	1
Cc1ccc(CNC(=O)CC2Nc3c4ccccc4nc(=S)n3C2=O)cc1 (configuration not stated)	1	2	1.3	1	-21	1.1	-4	1.1	1	0
CC(C)NS(=O)(=O)c1ccc(OCC(=O)NCC2CCCO2)c(Cl)c1 (configuration not stated)	1	-19	1	1	-8	1	-4	1	1	-4
O=C(CSc1ncnc2c1oc1ccccc12)Nc1cccc(F)c1	1	-15	0.8	1	-2	1	0	1.2	1	-3
